# Assay outcomes from PubChem BioAssay.
# bIAP act – increases bovine intestinal alkaline phosphatase activity | purified bovine IAP, CDP-star luminescence, 30 min; hits give high values; fold of DMSO-control signal, blank-subtracted | activation factor at 20 µM | 0.17% of 200,000 active | AID 1016;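 active = activation factor of 2 or more at 20 µM, a signal rise over negative controls twice the positive control's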
# STAT1 blocker – inhibitors of IFN-gamma induced STAT1 signaling. NIH 3T3 STAT1-luciferase reporter, luminescence. inhibition, % at 5.5 µM. 0.35% of 200,000 active. AID 920;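 active = inhibition above a set limit, the mean inhibition across all tested compounds plus 3 SD, cut at about 34% in these data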;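 also: 0% = IFN-gamma with DMSO and 100% = IFN-gamma with 300 µM nifuroxazide; values of inactives mirror those of a sister screen read the other way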
# ROMK mod – modulators of human ROMK potassium channel. AID 1918. B-score at 10 µM. 2% of 130,000 active. P48048. Tet-inducible ROMK, thallium flux fluorescence; actives lie on both sides;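 active = signal ratio slope over the read window, or its plate-corrected B-score, at least 3 SD from the plate mean, either direction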;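 also: B-score of the F/F0 ratio slope over 7 to 12 s after thallium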
# bIAP inhibitor – intestinal alkaline phosphatase (bovine) inhibition | purified bovine IAP, CDP-star luminescence, 30 min | inhibition, % at 20 µM | 190,000 tested, under 10 active;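 active = over 50% inhibition of intestinal alkaline phosphatase at 20 µM in the single-dose screen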
#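 Assay system: bovine IAP enzyme; medium: DEA buffer 100 mM, pH 9.8, with MgCl2 1.0 mM, ZnCl2 0.02 mM; doses: 20 µM single dose; incubation: enzyme reaction for 30 min at room temperature; detection: CDP-star luminescence signal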
# TR-FRET SRC-2 ct – flags TR-FRET format artefacts in PPARgamma SRC-2 recruitment agonist screen | TR-FRET ratio at 8 µM | TR-FRET artefact counter-screen; hits give high values | AID 1049 | 0.4% of 200,000 active; in the data active = TR-FRET ratio above about 2000; also: inactives centre near 1500
# PPARg SRC3 recr – agonists of human PPARgamma SRC-3 coactivator recruitment; activation, % at 8 µM; 0.26% of 200,000 active; P37231; biochemical PPARgamma/SRC-3 coactivator recruitment assay; in the data active = activation above about 23%;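 also: 0% = DMSO and 100% = reference agonist; some compounds past the cut are filed as inactive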
# Target sequence (P37231 whole entry, looked up): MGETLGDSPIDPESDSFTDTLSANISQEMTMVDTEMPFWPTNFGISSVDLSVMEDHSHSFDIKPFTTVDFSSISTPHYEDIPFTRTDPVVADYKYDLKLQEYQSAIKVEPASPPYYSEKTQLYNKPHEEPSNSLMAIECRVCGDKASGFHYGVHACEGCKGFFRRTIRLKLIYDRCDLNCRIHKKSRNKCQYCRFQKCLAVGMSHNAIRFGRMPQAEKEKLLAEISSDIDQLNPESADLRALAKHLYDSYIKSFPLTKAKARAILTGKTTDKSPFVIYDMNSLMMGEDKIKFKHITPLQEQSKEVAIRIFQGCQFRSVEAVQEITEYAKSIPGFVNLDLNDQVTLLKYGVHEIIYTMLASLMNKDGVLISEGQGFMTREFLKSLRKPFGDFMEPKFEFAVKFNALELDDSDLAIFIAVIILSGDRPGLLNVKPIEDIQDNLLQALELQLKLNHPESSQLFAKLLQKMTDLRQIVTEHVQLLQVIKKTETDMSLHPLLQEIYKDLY
# PPARg SRC2 recr – promotes SRC-2 coactivator recruitment by human PPARgamma; AID 1032; P37231; activation, % at 8 µM; 0.34% of 200,000 active; PPARgamma LBD-SRC-2 recruitment, biochemical; in the data active = activation above about 22%;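 also: 0% = vehicle and 100% = reference agonist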
# STAT3 blocker – reduces IL-6 driven STAT3 reporter signal; U3A cells, IL-6 STAT3-luciferase reporter, luminescence; host cell line lacks STAT1; inhibition, % at 5.5 µM; 0.89% of 190,000 active; AID 862;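 active = inhibition above the mean inhibition across all screened compounds plus 3 SD, cut at about 44% in these data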;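 also: 0% = DMSO only wells and 100% = 100 µM nifuroxazide control wells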
# STAT3 activator – STAT3 signaling activation; U3A cells, IL-6 STAT3-luciferase reporter, luminescence; 100% = signal with IL-6 EC80 alone; activation (% of control), % at 5.6 µM; 0.91% of 190,000 active;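 active = activation above the screen-wide mean of compound activation plus 3 SD, cut at about 130% in these data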;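 also: 0% = background luminescence of wells with medium and substrate only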
#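 Assay system – human STAT1-deficient U3A cells with stable STAT3-luciferase reporter · Also added – IL-6 (33 ng/mL) · Schedule – compound 1 h, then IL-6 6 h at 37 °C · Technique – reporter luminescence signal · Evaluation – % activation versus median of IL-6-stimulated wells · Benchmarks – IL-6-only wells as 100% reference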
# TNAP act hi DEA – increases human TNAP activity under high phosphate acceptor concentration | AID 1136 | activation factor at 20 µM | purified TNAP, CDP-star luminescence, 1 M DEA, 30 min; hits give high values; 0 = EDTA background, 1 = DMSO-only activity | 200,000 tested, under 10 active | P05186;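 active = activation factor at least 2 at 20 µM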
# Target sequence (P05186 whole entry, looked up): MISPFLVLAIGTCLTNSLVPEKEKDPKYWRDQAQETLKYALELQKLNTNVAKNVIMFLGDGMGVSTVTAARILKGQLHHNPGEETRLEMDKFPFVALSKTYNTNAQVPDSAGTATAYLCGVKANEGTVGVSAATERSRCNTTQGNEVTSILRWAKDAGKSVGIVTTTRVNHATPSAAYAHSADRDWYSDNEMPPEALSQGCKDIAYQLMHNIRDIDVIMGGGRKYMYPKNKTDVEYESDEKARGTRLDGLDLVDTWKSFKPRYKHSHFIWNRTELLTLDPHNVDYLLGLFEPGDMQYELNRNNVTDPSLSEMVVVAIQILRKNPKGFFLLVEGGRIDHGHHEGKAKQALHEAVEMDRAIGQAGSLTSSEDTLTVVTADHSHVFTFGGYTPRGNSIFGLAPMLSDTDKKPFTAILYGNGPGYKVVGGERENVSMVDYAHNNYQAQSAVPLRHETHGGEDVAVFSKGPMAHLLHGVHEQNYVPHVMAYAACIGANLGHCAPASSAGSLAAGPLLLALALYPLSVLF
#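 Dosing: 20 µM single point. System: human TNAP. Amount: TNAP 1/800 final. Incubation: 30 min, room temperature. Read-out: TNAP activation factor scaled between EDTA and DMSO control wells. Signal: luminescence from CDP-star hydrolysis. Medium: 1 M DEA, pH 9.8, Mg2+, Zn2+. Control set: EDTA negative control, DMSO positive control.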
# PPARg SRC1 recr – PPARgamma-driven SRC-1 recruitment agonism; PPARgamma-SRC-1 coactivator recruitment biochemical assay; activation, % at 8 µM; 0.41% of 200,000 active; in the data active = activation above about 19%;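 also: 0% = DMSO and 100% = reference agonist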
# Numbers without * were called inactive; x = no result given. Rows were taken by chance; overall some 3.7% were active at least once.
SMILES,bIAP act,STAT1 blocker,ROMK mod,bIAP inhibitor,TR-FRET SRC-2 ct,PPARg SRC3 recr,PPARg SRC2 recr,STAT3 blocker,STAT3 activator,TNAP act hi DEA,PPARg SRC1 recr
COC(=O)c1nc2n(n1)C(c1ccccc1OC)C1=C(CCCC1=O)N2 (centres undefined),1,10,x,2,1694,1,5,11,96,1,10
Cc1ccc2c(c1)C1CN(C)CCC1N2C(=O)c1ccccc1NS(=O)(=O)c1cccc(C(F)(F)F)c1 (centres undefined),1,3,x,4,1583,4,2,-16,109,1,-5
Cc1ccc(-c2ccc(=O)n(CC(=O)NCc3ccco3)n2)cc1,1,-2,x,-3,1523,7,2,5,104,1,6
Cc1cc(NS(=O)(=O)c2ccc(NC(=O)c3cccc(OC(F)F)c3)cc2)nc(C)n1,1,-6,0.88,-4,1534,0,-10,5,98,1,0
COc1cc2cc(C(c3nnnn3C3CCCC3)N3CCCCCC3)c(=O)[nH]c2cc1OC (centres undefined),1,-2,x,-2,1470,4,3,3,102,1,-5
CSC1=NCCN1C(=O)c1c(F)cccc1F,0.9,5,x,10,1342,0,2,0,103,1,1
COc1ccc(-c2csc(N3C(=N)SCC3=O)n2)cc1,1.1,-72,x,-11,1482,0,-7,50*,62,1,-2
O=C(CSc1nnnn1-c1ccccc1)NC(=O)NCc1ccco1,0.9,0,0.011,13,1549,9,-1,3,102,1,3
O=C(/C=C/c1ccc(Cl)cc1)NCc1ccco1,1.2,-15,-1.6,-24,1409,-7,-2,-10,106,1.1,-3
CCOc1ccc(C(=O)O/N=C(\N)c2ccc([N+](=O)[O-])cc2)cc1OCC,1,3,x,4,1407,-1,0,4,96,1,-5
COc1cccc(/C=N/NC(=O)C(=O)N2CCCC2)c1O,1.2,-5,0.56,-19,1622,13,3,-7,113,1,8
Cc1cc(C(=O)OCC(=O)NC(C)C)c(C)o1,0.9,-3,0.16,8,1292,5,-4,-3,100,1,2
COc1ccccc1C1C(C#N)=C(N)Oc2cc(C)n(CCCn3ccnc3)c(=O)c21 (centres undefined),1.5,3,-0.12,-55,1455,10,2,1,102,1.1,3
CCOC(=O)Cc1[nH]nc2c1C(c1ccoc1)C(C#N)=C(N)O2 (centres undefined),0.9,5,x,14,1673,3,2,11,94,0.9,2
O=C(c1ccc(F)cc1)N(Cc1ccccc1)C1CCS(=O)(=O)C1 (centres undefined),1.1,2,x,-8,1496,9,1,-4,107,1,-3
COc1ccc(NC(=O)c2cccs2)cc1NC(=O)c1ccco1,0.8,-8,x,22,1441,9,-1,23,84,1.1,6
CSc1ccccc1NC(=S)N/N=C/c1cccn1Cc1ccc(F)cc1,0.9,19,-1.1,10,1527,1,5,1,103,1,1
CCCOC(=O)c1[nH]c2c(c1C)C(=O)CC(c1ccc(OC)c(OC)c1)C2 (centres undefined),1,-7,-0.62,-3,1768,0,0,-1,104,1,6
O=C(COC(=O)c1cc(=O)[nH]c2ccccc12)Nc1nc(-c2ccccc2)cs1,1,-27,0.2,-4,1654,2,1,11,96,1,-3
Cn1c(=O)c2cc(S(=O)(=O)Nc3cc(C(=O)O)cc(C(=O)O)c3)ccc2n(C)c1=O,1,-7,1.1,-3,1547,0,0,0,104,1,8
COC(=O)CNC(=O)C1(C)C=CCN1C(=O)c1ccccc1 (centres undefined),1.1,-24,0.54,-12,1420,-1,-3,-8,104,1,-4
O=C(COC(=O)/C=C/c1ccc(S(=O)(=O)N2CCOCC2)cc1)NCc1ccc2c(c1)OCO2,0.9,-4,1.6,15,1679,-4,-4,2,105,1,10
CCCOc1ccc(C(C)=O)cc1CC(C(=O)OCC)C(=O)OCC,1,7,x,5,1696,-2,3,7,97,1,2
CCOC(=O)N1CCN(C(=O)CNC(=O)c2nn(-c3ccc(OC)cc3)c(=O)c3ccccc23)CC1,0.9,-14,x,9,1579,-4,2,7,98,1,-1
CCOC(=O)C1CCN(S(=O)(=O)c2cc(Cl)c(C)cc2OC)CC1,0.9,2,-1.6,6,1655,19,-1,4,100,1,2
Cc1cc(C)cc(Oc2ccc(N)cc2)c1,0.8,-5,x,23,1528,10,5,1,103,1,0
Cc1ccc(C)c(SCC(=O)c2ccc[nH]2)c1,0.8,-4,-0.86,20,1687,4,15,16,87,1.1,3
CC(=O)Oc1cccc(N2C(=O)c3ccc(C(=O)O)cc3C2=O)c1,1,-6,x,1,1669,-1,-2,10,93,1.1,1
COc1ccc(Cn2c(=O)c3cccnc3n(Cc3ccc([N+](=O)[O-])cc3)c2=O)cc1,1.1,1,2.8*,-12,1460,-5,0,-17,116,1,6
Cc1onc(-c2ccccc2)c1C(=O)NNC(=S)NC(=O)c1ccc(F)cc1,0.9,0,x,10,1479,2,-3,1,96,0.9,-11

# For reference, 10 of the compounds above.
SMILES,bIAP act,STAT1 blocker,ROMK mod,bIAP inhibitor,TR-FRET SRC-2 ct,PPARg SRC3 recr,PPARg SRC2 recr,STAT3 blocker,STAT3 activator,TNAP act hi DEA,PPARg SRC1 recr
COC(=O)CNC(=O)C1(C)C=CCN1C(=O)c1ccccc1 (centres undefined),1.1,-24,0.54,-12,1420,-1,-3,-8,104,1,-4
O=C(COC(=O)/C=C/c1ccc(S(=O)(=O)N2CCOCC2)cc1)NCc1ccc2c(c1)OCO2,0.9,-4,1.6,15,1679,-4,-4,2,105,1,10
CCCOc1ccc(C(C)=O)cc1CC(C(=O)OCC)C(=O)OCC,1,7,x,5,1696,-2,3,7,97,1,2
CCOC(=O)N1CCN(C(=O)CNC(=O)c2nn(-c3ccc(OC)cc3)c(=O)c3ccccc23)CC1,0.9,-14,x,9,1579,-4,2,7,98,1,-1
CCOC(=O)C1CCN(S(=O)(=O)c2cc(Cl)c(C)cc2OC)CC1,0.9,2,-1.6,6,1655,19,-1,4,100,1,2
Cc1cc(C)cc(Oc2ccc(N)cc2)c1,0.8,-5,x,23,1528,10,5,1,103,1,0
Cc1ccc(C)c(SCC(=O)c2ccc[nH]2)c1,0.8,-4,-0.86,20,1687,4,15,16,87,1.1,3
CC(=O)Oc1cccc(N2C(=O)c3ccc(C(=O)O)cc3C2=O)c1,1,-6,x,1,1669,-1,-2,10,93,1.1,1
COc1ccc(Cn2c(=O)c3cccnc3n(Cc3ccc([N+](=O)[O-])cc3)c2=O)cc1,1.1,1,2.8*,-12,1460,-5,0,-17,116,1,6
Cc1onc(-c2ccccc2)c1C(=O)NNC(=S)NC(=O)c1ccc(F)cc1,0.9,0,x,10,1479,2,-3,1,96,0.9,-11

# Random excerpt: 2 entries already listed
SMILES,bIAP act,STAT1 blocker,ROMK mod,bIAP inhibitor,TR-FRET SRC-2 ct,PPARg SRC3 recr,PPARg SRC2 recr,STAT3 blocker,STAT3 activator,TNAP act hi DEA,PPARg SRC1 recr
Cc1cc(C)cc(Oc2ccc(N)cc2)c1,0.8,-5,x,23,1528,10,5,1,103,1,0
Cn1c(=O)c2cc(S(=O)(=O)Nc3cc(C(=O)O)cc(C(=O)O)c3)ccc2n(C)c1=O,1,-7,1.1,-3,1547,0,0,0,104,1,8

# (listing goes on)
SMILES,bIAP act,STAT1 blocker,ROMK mod,bIAP inhibitor,TR-FRET SRC-2 ct,PPARg SRC3 recr,PPARg SRC2 recr,STAT3 blocker,STAT3 activator,TNAP act hi DEA,PPARg SRC1 recr
Clc1cccc(OCCCN2CCCC2)c1Cl,0.8,-4,-0.61,18,1404,5,1,9,96,1,4
O=C(NC1CCCC1)C1CCN(S(=O)(=O)c2cccc3cccnc23)CC1,1,0,0.86,2,1316,-14,-16,1,103,1.1,-1
CC12CCC(C(=O)NCc3ccccc3Cl)(CC1=O)C2(C)C (centres undefined),1.1,5,1.4,-14,1606,1,-3,1,102,1,-4
COc1ccc(-c2noc(CCC(=O)NCCN(C)Cc3ccccc3)n2)cc1,0.9,3,-1.4,8,1669,5,7,-2,101,1,1
COc1cccc(C(=O)CN2CCN(S(=O)(=O)c3ccc(Br)cc3)CC2)c1,0.9,2,0.19,8,1470,-20,0,7,98,1,3
CC1=NN(c2nc(C)cc(C)n2)C(=O)C1CCC(C)C (centres undefined),1.2,-3,-0.67,-23,1691,3,1,3,99,1,7
COc1cc2[nH]c(=S)n(C3CC3)c(=O)c2cc1OC,0.9,-21,-1.4,6,1394,-1,1,10,94,1.1,2
CCOC(=O)CSc1nc(=O)n2cc(C)ccc2n1,1.1,-14,-0.72,-10,1456,-2,-1,-1,102,1,4
COc1ccc(N2CCN(C(=O)c3ccccc3)CC2)c([N+](=O)[O-])c1,1,-1,0.96,-2,1534,-6,-1,-1,106,1,7
O=C(NCc1ccc2c(c1)OCO2)c1cccnc1,1,-1,x,-3,1520,8,7,4,98,1,5
CN(CCOc1ccccc1)CC(=O)Nc1cccc(Br)c1,1,2,-0.58,-2,1938,3,-1,10,96,1,3
CCOc1ccc(C2C(C(C)=O)=C(O)C(=O)N2CCc2c[nH]c3ccccc23)cc1 (centres undefined),1,3,0.0058,-3,1325,4,2,-2,106,1,-7
COC(=O)CNC(=O)C(C)NC(=O)OCc1ccccc1 (centres undefined),1,-6,x,3,1547,-1,3,4,101,1,2
CCOC(=O)N/N=C(\C)c1ccc(-n2cnnn2)cc1,1,5,0.34,-4,1505,5,-1,14,97,1,-4
Cc1cs/c(=N\N=C2CCCCC2)n1Cc1ccco1,1,-4,-0.65,1,1585,4,-3,5,102,1,2
CCOC(=O)N1CCN(c2nc3ccccc3nc2C(C#N)S(=O)(=O)c2ccc(C)cc2)CC1 (centres undefined),0.9,1,-0.45,7,1564,5,2,3,98,1,3
COc1ccc(/C=N/NC(=O)c2csc(-n3nc(C)cc3C(F)(F)F)n2)cc1,1,5,x,1,1447,2,-1,-10,113,1,-4
Cc1ccc(NC(=O)c2csnn2)c(C)c1,1.1,-6,0.38,-10,1276,-6,-5,23,82,1,-8
CCCCNC(=O)NNC(=O)c1ccco1,1.1,3,x,-9,1756,2,11,-2,104,1,8
COc1ccccc1NC(=O)N(Cc1cccs1)Cc1cc2cc3c(cc2[nH]c1=O)OCO3,0.9,10,-0.013,13,1408,0,0,4,100,1,6
CN(C)CCNC(=O)COc1ccc(Cl)cc1Cl,0.9,6,-0.037,10,1388,0,14,5,99,1.1,2
COC(=O)CN(c1ccccc1)S(=O)(=O)c1cc(Br)ccc1OC,0.9,-2,-0.51,8,1836,8,-2,10,101,1,-4
COc1ccc(NC2=C3CCCC=C3N(c3ccc(OC)cc3)C2=O)cc1,1,5,x,3,1909,7,5,6,97,1,12
Cc1ccnc(SCc2cc(=O)c(OC(=O)c3ccc(Br)o3)co2)n1,0.8,3,x,21,1492,-3,-8,0,100,1,-1
